Source: PubChem (National Center for Advancing Translational Sciences (NCATS))
FUS yeast rescue = rescues growth of FUS-expressing yeast | AID 1347120 | Potency, µM (doses to about 76.6 µM), for the others: top-dose growth rescue (activation), usual class: activators | S. cerevisiae FUS-expressing, growth rescue, OD600, 24 h | hit rate 0.24% among 390,000;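 also: potency is read from the fitted curve at half-maximal effect; plate controls were DMSO vehicle for no effect and reference control for full effect; nearly all actives have a fitted effect of over 55% in size; some results filed as inactive show a strong effect at the top dose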
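Cultures pregrown in 2.5% raffinose medium are shifted to minimal medium containing 2% galactose to express toxic FUS. Compounds are tested at several concentrations. After 24hr at 30C, growth is quantified at 600 nm absorbance.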
Abeta yeast res = compounds reversing amyloid beta toxicity in yeast; Potency, µM (highest dose often 46.1 µM), without a hit: at the top dose growth rescue, most hits filed as activators; yeast expressing A-beta42, growth rescue, OD600, 48 h; response scale: 0% DMSO, 100% iron-clioquinol control; AID 1347071; hit rate 0.063% among 410,000; also: potency is read from the fitted curve at half-maximal effect; nearly all actives have a fitted effect of over 55% in size
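Yeast growth medium received pinned compounds, then yeast cells expressing toxic A-beta were added; plates incubated at 30 C for 48 hr. Growth read as absorbance at 600 nm, normalized to DMSO and equimolar FeCl3 plus clioquinol controls.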
GLP1R inv ag = inverse agonists of human GLP-1 receptor. P43220. Potency, µM (highest dose often 38.3 µM), without a hit: at the top dose activity change, negative = inhibition, actives largely listed as inhibitors. hit rate 1.6% among 410,000. HEK293 GLP-1R CRE-luciferase, luminescence, 24 h; GLP-1R form is constitutively active; also: potency is read from the fitted curve at half-maximal effect; % is scaled to controls: 0 for no effect and ±100 for the full control effect; nearly all actives have a fitted effect of over 55% in size
Target sequence (P43220 whole entry, looked up): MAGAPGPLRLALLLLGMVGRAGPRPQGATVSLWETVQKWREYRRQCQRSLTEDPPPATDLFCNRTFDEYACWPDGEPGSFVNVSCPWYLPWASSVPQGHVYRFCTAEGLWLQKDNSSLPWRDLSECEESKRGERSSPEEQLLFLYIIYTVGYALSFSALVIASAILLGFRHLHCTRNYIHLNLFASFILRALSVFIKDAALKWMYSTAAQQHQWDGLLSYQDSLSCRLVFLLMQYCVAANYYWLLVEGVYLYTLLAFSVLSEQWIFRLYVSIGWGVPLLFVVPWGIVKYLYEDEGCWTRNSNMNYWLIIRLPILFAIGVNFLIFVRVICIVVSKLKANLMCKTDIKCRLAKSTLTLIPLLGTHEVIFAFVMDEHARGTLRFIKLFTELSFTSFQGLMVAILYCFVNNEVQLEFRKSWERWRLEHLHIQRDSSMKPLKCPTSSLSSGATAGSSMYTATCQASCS
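Readout was luciferase luminescence, measured 12 min after detection reagent at room temperature. Beforehand, GLP-1R reporter HEK293 cells had sat 12 h, then received compounds for 24 hr at 37 deg C.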
aSyn rescue = alpha-synuclein toxicity inhibition in yeast. Yeast expressing alpha-synuclein, growth rescue, BacTiter-Glo, 24 h. Potency, µM (doses to about 46.1 µM), without a hit: top-dose growth rescue (activation), actives largely listed as activators. AID 652106. hit rate 0.14% among 370,000; also: potency is read from the fitted curve at half-maximal effect; % of control where 0% means no effect; nearly all actives have a fitted effect of over 65% in size
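Galactose-induced alpha-syn yeast (OD600=0.02, raffinose-pregrown) + pinned cpd, 24 hr, 30 deg C; growth by BacTiter-Glo luminescence. Growth restoration scores as activation.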
PTHR1 agonist = agonists of human PTHR1 parathyroid hormone receptor; Q03431; HEK293 GP2 PTHR1 cells, GloSensor cAMP luminescence, 1 h; Potency, µM (series often up to 115 µM), without a hit: at the top dose activation, most hits filed as activators; hit rate 0.075% among 410,000; also: potency is read from the fitted curve at half-maximal effect; nearly all actives have a fitted effect of over 55% in size; some results filed as inactive show a strong effect at the top dose; inactives centre near -15; many of its hits are not listed in these tables
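HEK-293-derived GP2 cells expressing PTHR1 and a GloSensor cAMP reporter, 3,000/well, plated overnight, given luciferin plus IBMX (each 0.5 mM as added) for 1 h at 37 °C, then compound for 1 h at 37 °C. Luminescence was read after 15 min at room temperature.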
TDP-43 yeast inh = TDP-43 toxicity inhibition in yeast; TDP-43 expressing yeast growth rescue, BacTiter-Glo, 24 h; Potency, µM (top dose mostly 46.1 µM), inactives show at the highest dose growth rescue (activation), usual class: activators; hit rate 1.8% among 410,000; AID 652104; also: potency is read from the fitted curve at half-maximal effect; % of control where 0% means no effect; nearly all actives have a fitted effect of over 50% in size
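Readout is BacTiter-Glo luminescence of cell growth, so inhibitors register as activators. TDP-43-expressing yeast at OD600=0.02 in galactose medium, after raffinose pregrowth to mid-log, were incubated with compound for 24 hr at 30 deg C.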
GLP1R ag = GLP-1 receptor (human) agonism; AID 624172; hit rate 0.007% among 380,000; HEK293 GLP-1R CRE-luciferase, luminescence, 4-6 h; cells express a hypersensitive GLP-1R form; Potency, µM (top dose mostly 45.6 µM), for the others: top-dose activation, hits mostly activators; P43220; also: potency is read from the fitted curve at half-maximal effect; % of control where 0% means no effect
DRD3 antagonist = antagonists of human D3 dopamine receptor | hit rate 2.5% among 360,000 | D3R cells, DiscoveRx beta-arrestin luminescence, antagonist mode; stronger effect = lower value | AID 652054 | max response, negative = inhibition, %; in the data active = max response below about -50%; inconclusive = no clear call, values can overlap the other calls; also: % is scaled to controls: 0 for no effect and ±100 for the full control effect; mostly tested at two doses, the higher about 12 µM
Target sequence (P35462 whole entry, looked up): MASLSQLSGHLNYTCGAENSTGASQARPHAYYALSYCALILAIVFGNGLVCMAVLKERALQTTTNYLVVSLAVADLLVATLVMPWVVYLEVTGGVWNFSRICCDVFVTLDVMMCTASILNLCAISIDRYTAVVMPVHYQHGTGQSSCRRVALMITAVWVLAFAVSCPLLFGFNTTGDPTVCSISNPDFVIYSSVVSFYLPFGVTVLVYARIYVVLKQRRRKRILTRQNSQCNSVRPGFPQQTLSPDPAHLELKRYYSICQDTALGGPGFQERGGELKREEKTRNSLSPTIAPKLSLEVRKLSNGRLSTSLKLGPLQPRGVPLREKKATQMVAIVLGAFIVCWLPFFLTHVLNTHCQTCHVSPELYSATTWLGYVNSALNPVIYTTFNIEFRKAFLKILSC
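Cells plated overnight at 1500 cells/well, then exposed to library compounds with dopamine controls for 90 minutes at 37 degrees C. DiscoveRx reagent added for 30–60 minutes at room temperature; luminescence read, quantitative HTS format.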
pAkt inh = blocks phosphorylation of Akt; hit rate 0.32% among 360,000; AID 651550; Neuro2A IGF-stimulated pAkt S473 HTRF, 20 min; stronger effect = lower value; activity change, % for hits at 50 µM; in the data active = activity change below about -80%; inconclusive = mostly about -51% to -80%; also: % is scaled to controls: 0 for no effect and ±100 for the full control effect
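Single-point screen (50 µM final compound) in Neuro2A cells stimulated 20 min with 6 nM IGF at 37 deg C. After lysis, Ser473-phosphorylated Akt read by HTRF (ex 330 nm, em 615/665 nm) as the 665/615 ratio.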
* = called active by the depositor; i = inactive; ? = inconclusive; · = not tested or not shown; & = joins results of further samples; [ ] = remark or other dose. Unless noted, calls follow the shape of the dose curve; as a rule, active = well fitted curve in the direction sought with a large enough effect; inconclusive = small, poorly fitted or top-dose-only effect, or another doubt; inactive = no such curve, though single readings can be large; an effect the other way counts as inactive or inconclusive.

SMILES	FUS yeast rescue	Abeta yeast res	GLP1R inv ag	aSyn rescue	PTHR1 agonist	TDP-43 yeast inh	GLP1R ag	DRD3 antagonist	pAkt inh
CCOC(=O)c1c(C)[nH]c(C)c1C(=O)COC(=O)c1ccc(S(=O)(=O)N(CC)CC)cc1	42%	-23%	0%	1%	-1%[57.5 µM]	-12%	-5%	15	i
O=C1CN(C(=O)c2ccc(Cl)c([N+](=O)[O-])c2)c2ccccc2N1	-1%	3%	-3%	1%	i	2%	7%	-13	i
Cc1nc(N)sc1-c1ccccc1	12%	-9%	31%[activator]	-1%	?	-13%	11%	-17	i
COc1ccccc1/C=C/C(=O)OCCN1C(=O)c2ccccc2C1=O	16%	-13%	4%	?	-14%	?	-3%	27	i
Cc1nn(CC(=O)N2CCC(C)CC2)c(=O)c2cc3sccc3n12	-18%	-6%	2%	·	-23%	3%	·	·	·
Cc1ccc(S(=O)(=O)N2CCN(C(=O)Cc3ccccc3)CC2)cc1	1%	-1%	0%	·	i	23%	1%	25	·
Cc1ccc(C)c(NC(=O)c2nc(S(=O)(=O)Cc3ccc(F)cc3)ncc2Cl)c1	-7%	-3%	8%	·	-36%[inhibitor]	0%	·	·	·
Cc1cc(C)c(NC(=O)CSc2nc3ccc(N4C(=O)c5ccccc5C4=O)cc3s2)c(C)c1	-6%	-17%	6%	1%	-9%	11%	3%	6	i
COc1ccc(N2CCN(C(=O)c3cccn4c(=O)c5ccc(Cl)cc5nc34)CC2)cc1	-11%	-9%	13%	·	5%	4%	·	·	·
CN(c1ccc(F)cc1)S(=O)(=O)N1CCCC(C(=O)NCc2cccc(Br)c2)C1 (configuration not stated)	28%	12%	?	·	-38%[inhibitor]	11%	·	·	·
CCN(Cc1ccccc1)C(=O)Cn1c(=O)cc(C)c2c(C)nn(-c3cccc(F)c3)c21	-20%	-15%	4%	·	i	19%	·	·	·
COc1ccc(Br)cc1CNc1ccc(N2CCOCC2)cc1	20%	-13%	?	-3%	-14%	-3%	4%	-14	i
N#Cc1ccc(S(=O)(=O)N2CCCN(c3ccc(C(F)(F)F)cn3)CC2)cc1	1%	0%	?	0%	-3%	?	0%	-1	i
O=C(COC(=O)c1ccco1)Nc1ccc(N2CCOCC2)cc1	4%	-10%	40%[activator]	0%	i	-21%	6%	-2	i
CCNC(=O)c1cc2c(=O)n3cccc(C)c3nc2n(CCc2ccccc2)c1=N	18%	-8%	46%[activator]	-3%	i	-14%	0%	-14	i
COc1cc(C(C[N+](=O)[O-])c2c(N)n(C)c(=O)n(C)c2=O)ccc1O (configuration not stated)	7%	-61%[inhibitor]	-20%	3%	-41%[inhibitor]	-52%[inhibitor]	-3%	11	i
O=C(c1nn2c(C(F)(F)F)cc(-c3ccco3)nc2c1Br)N1CCCc2ccccc21	24%	6%	?	5%	i	9%	-20%	-2	i
Cc1ccc(NC(=O)CSCC(=O)O)c(C)c1	-2%	-8%	14%	-11%	i	-6%	-8%	-20	i
COc1ccc(/C=N/n2c(=O)[nH]c3c([nH]c4ccc(Cl)cc43)c2=O)cc1CN1CCCCC1	-9%	-15%	14%	3%	-24%	-14%	0%	-3	i
CCn1cc(CN2CCCC(CO)(Cc3ccc(F)cc3)C2)c2ccccc21 (configuration not stated)	12%	6%	?	-6%	i	-15%	3%	-21	i
CC(C)c1ccc(-c2c(C#N)c(N)nc(SCC(=O)N3CCCCC3)c2C#N)cc1	16%	3%	0%	-2%	-2%[57.5 µM]	13%	-6%	15	i
Cc1cccc(C)c1NC(=O)C(C)Sc1nnc(C)n1CC1CCCO1 (configuration not stated)	-6%	-10%	8%	-4%	i	-21%	-1%	1	i
COc1cccc(-c2nc(-c3ccc(Br)o3)no2)c1	-1%&6%	-10%&0%	26%&18%	-9%	-31%&-25%[inhibitor]	-5%&16%	4%	-4	i
C=CCn1c(SC)nnc1-c1ccc2ncccc2c1	10%	3%	27%	0%	i	-5%[1.82 µM]	11%	2	i
CCOC(=O)C1CCCN(S(=O)(=O)c2ccc3c(c2)CCN3C(=O)CC)C1 (configuration not stated)	-19%	-21%	8%	·	-15%	5%	0%	·	·
FC(F)c1nc2ccccc2[nH]1	-9%	-1%	7%	0%	i	-7%	10%	3	i
Cc1csc2ncnc(NNC(=O)c3ccc(Cl)cc3)c12	-11%	1%	?	-2%	-25%	-9%	6%	-19	i
CCCCc1cc(=O)oc2cc(OS(C)(=O)=O)ccc12	11%	-5%	8%	13%	-6%	?	5%	11	i
CCOC(=O)c1c(S(=O)(=O)Nc2ccc(C)c(F)c2)c(C)n(C)c1C	2%	·	16%	6%	i	6%	5%	3	i
Cc1ccc(SCC(=O)NC(=O)NC2CCCC2)c(C)c1	0%	19%	-89%	6%	i	11%	30%	-13	i
COc1ccccc1NS(=O)(=O)c1ccc2c(c1)OCCO2	12%	10%	5%	21%	-5%	-3%	3%	-11	i
OC(c1cccc(Cl)c1)c1nccc2ccccc12 (configuration not stated)	-12%	18%	?	-1%	-14%	15%	7%	-2	i
O=C(/C=C/c1ccc(Cl)cc1Cl)Nc1cccc(S(=O)(=O)NC2=NCCC2)c1	0%	-18%	?	3%	-54%[inhibitor]	-4%	0%	-2	i
O=C(CN1C(=O)c2cccc3cccc1c23)Nc1ccccc1Br	-4%	2%	3%	·	-9%	9%	-2%	·	·
CCN(CC)S(=O)(=O)c1ccc(NS(=O)(=O)c2ccc(F)cc2)cc1	53%	4%	18%	-7%	-71%[inhibitor][57.5 µM]	-8%	6%	-20	i
Nc1cccc(C(=O)Nc2cccc3ncccc23)c1	10%	-1%	19%	-3%	-19%	1%	2%	-1	i
CCn1c(SCC(=O)NC2=NCCS2)nnc1C(C)NC(=O)c1ccccc1F (configuration not stated)	8%	-3%	1%	-5%	i	-10%	11%	-5	i
CCn1c(Cc2c(C)[nH]c3ccccc23)n[nH]c1=S	-5%	19%	10%	-1%	-5%	10%	-5%	-1	i
CC(C)(C)[C@H]1COC(=O)[C@@H](Cc2ccc(F)cc2)C/C=C\C[C@@H](CC(=O)N[C@@H](CO)Cc2ccccc2)C(=O)N1	43%	0%	?	-2%	-3%	-7%	-2%	1	i
CC(C)c1cc(C(N)=O)c(NC(=O)c2cccc(COc3ccc(Cl)cc3)c2)s1	30%	?	?	-18%	5%	0%	-5%	-8	i
CCN(CC(=O)Nc1ccc(OC)cc1)C(=O)c1ccc(NS(=O)(=O)c2ccc(C(C)=O)cc2)cc1	21%	3%	30%[activator]	0%	-4%	-19%	10%	-3	i
Cc1c(S(=O)(=O)N2CCN(C(c3ccccc3)c3ccccc3)CC2)c(=O)n(C)c(=O)n1C	17%	-11%	-7%	9%	-25%	9%	-5%	16	i
CCCCCCCc1n[nH]c(=S)n1Cc1ccccc1	-2%	?	?	2%	-22%	16µM*	-4%	16	i
Cc1nnc(NC(=O)CCn2c(=O)oc3ccccc32)s1	-22%	3%	12%	-1%	i	17%	6%	-1	i
O=C(c1ccc(Cn2cc(Br)cn2)o1)n1cccn1	18%	2%	-7%	16%	i	-15%	-6%	-52*	·
CS(=O)(=O)N1CCN(c2ccc([N+](=O)[O-])c(NCCN3CCOCC3)c2)CC1	·	1%	1%	-8%	i	-11%	0%	-21	i
O=C(CCS(=O)(=O)c1cc2c(cc1Cl)NC(=O)CO2)NCCc1ccc(Cl)cc1	-16%	-12%	4%	5%	i	-9%	-8%	·	·
CCC(C)NS(=O)(=O)c1ccc(S(=O)(=O)N(CCc2ccc(OC)c(OC)c2)Cc2cccs2)cc1 (configuration not stated)	·	-1%	?	15%	-18%	-11%	3%	18	i
COc1ccc(S(=O)(=O)Cc2ccc(C(=O)N3CCN(Cc4ccccc4)CC3)o2)cc1	-10%	-7%	-13%	-8%	i	3%	10%	8	i
CN(C)c1ccc(CNC(=O)C2CCN(S(=O)(=O)c3ccc4c(c3)CCC(=O)N4)CC2)cc1	-7%	0%	34%[activator]	7%	i	5%	-6%	-10	i
(further entries)
SMILES	FUS yeast rescue	Abeta yeast res	GLP1R inv ag	aSyn rescue	PTHR1 agonist	TDP-43 yeast inh	GLP1R ag	DRD3 antagonist	pAkt inh
O=C(O)C/C(=C\c1ccc(Cl)cc1)c1nc2ccccc2o1	1%	-89%[inhibitor]	-24%	-33%[inhibitor]	-3%	?	0%	-1	i
CN1CCN(c2ccc(NC(=O)c3ccc4c(c3)[nH]c(=O)n4Cc3ccc(F)cc3)cc2)CC1	·	-16%	?	-8%	-7%	-1%	1%	-15	i
Cc1cc(NC(=O)c2ccccc2O)nc(C)n1	11%	-6%	31%[activator]	-12%	-18%	19%	0%	11	i
CC(C)Cc1ccc(C(C)NC(=O)Cc2ccc(S(=O)(=O)N3CCOCC3)s2)cc1 (configuration not stated)	21%	10%	?	0%	i	22%	-4%	20	i
COc1ccc(-c2oc(=O)c3cc(OC)c(OC)cc3c2C#CCCCO)cc1	20%	-15%	12%	6%	-4%	0%	-4%	20	i
O=C(C[C@@H]1C/C=C\C[C@H](Cc2ccc(F)cc2)C(=O)OCCNC1=O)N[C@H](CO)Cc1ccccc1	8%	-9%	2%	1%	i	11%	2%	2	i
Cc1ccc(S(=O)(=O)N(C)c2ccc(OCC(=O)NCC3(N(C)C)CCCCC3)cc2)cc1	-3%	4%	11µM*	-1%	i	2%	0%	-19	i

These rows are one share of the data. The share of hits here may be higher or lower than overall.
